# ADAM10 inh: inhibitors of human ADAM10 | O14672 | recombinant ADAM10, EDANS/DABCYL FRET peptide cleavage, 3 h | inhibition, % at 7 µM | 370,000 tested, 0.62% active;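 active = inhibition above a per-campaign cutoff equal to the mean of compounds falling between control-based bounds plus 3 SD, cut at about 20% in these data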;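 note: 0% = DMSO wells while the 100% control is not disclosed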
# PLCg1 inh: PLC-gamma1 (human) inhibition, primary screen; P19174; purified PLC-gamma1, fluorogenic substrate, fluorescence; inhibition, % at 12.2 µM; 370,000 tested, 0.84% active; in the data active = inhibition above about 9.5%
# Tn6 DDE FP: DD(E)-Tn6 binding inhibition, primary FP screen; P02675; Fibrin DD(E) TRITC-Tn6 fluorescence polarization displacement; inhibition, % at 8.3 µM; 370,000 tested, 0.21% active;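 active = inhibition above a per-campaign cutoff: mean of compounds within control limits plus 3 SD, cut at about 15% in these data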;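 note: 0% = median of all compound wells on the plate and 100% = blocking peptide control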
# TDP2 absorb: TDP2 (human) inhibition, absorbance primary screen; O95551; recombinant TDP2, T5PNP hydrolysis, p-nitrophenol absorbance 415 nm; inhibition, % at 12.8 µM; 370,000 tested, 0.34% active; AID 720702;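 active = inhibition above the mean of all tested compounds plus 3 SD, set per campaign, cut at about 25% in these data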;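 note: 0% = DMSO with enzyme and 100% = buffer with substrate but no TDP2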
# Target sequence (O95551 whole entry, looked up): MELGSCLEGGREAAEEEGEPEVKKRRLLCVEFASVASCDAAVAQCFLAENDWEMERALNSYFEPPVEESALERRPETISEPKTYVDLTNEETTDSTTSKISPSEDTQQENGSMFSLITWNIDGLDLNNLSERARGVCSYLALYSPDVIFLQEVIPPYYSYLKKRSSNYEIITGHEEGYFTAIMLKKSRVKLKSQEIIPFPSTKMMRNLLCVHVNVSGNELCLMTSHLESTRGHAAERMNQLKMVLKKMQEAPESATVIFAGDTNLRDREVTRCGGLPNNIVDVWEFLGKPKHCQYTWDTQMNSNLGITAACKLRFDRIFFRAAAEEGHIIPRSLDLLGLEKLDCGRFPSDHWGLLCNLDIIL
#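 Evaluation: % inhibition relative to enzyme-containing and enzyme-free wells. Material: recombinant human TDP2. Benchmarks: enzyme-free and DMSO wells. Timing: enzyme reaction with compound for 2 h at 37 °C. Compound dosing: 12.8 µM only. Measured by: p-Nitrophenol epi absorbance. Reagent: T5PNP substrate at 5 mM, a TopII-DNA adduct mimic. Replication: single well per compound.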
# ARFGAP1 inhibitor: inhibitors of rat ARFGAP1. Q62848. Arfgap1-stimulated ARF1 GTP hydrolysis, GDP FP detection. inhibition, % at 16.5 µM. 360,000 tested, 0.26% active. AID 651572;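 active = inhibition above a per-plate limit, mean inhibition of low control wells plus 3 SD, cut at about 25% in these data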;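 note: 0% = DMSO wells with enzyme and 100% = wells lacking Arfgap1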
# Target sequence (Q62848 1-136 limits assumed): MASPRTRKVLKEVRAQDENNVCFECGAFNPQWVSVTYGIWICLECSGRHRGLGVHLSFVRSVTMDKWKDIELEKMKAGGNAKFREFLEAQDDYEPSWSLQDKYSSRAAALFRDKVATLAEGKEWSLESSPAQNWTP
#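 System: truncated rat Arfgap1 GAP domain / Benchmarks: high control wells lacking Arfgap1, low control full reaction with DMSO / Times: compound-enzyme preincubation 20 min, reaction 120 min, detection 60 min, 25 °C / Repeats: one replicate per compound / Also added: human ARF1(Δ1-17)-GTP substrate / Measured by: Tracer-displacement fluorescence polarization with EDTA stop, 620/688 nm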
# Tn7 DDE FP: DD(E)-Tn7 binding inhibition, primary FP screen; FP displacement of FITC-Tn7 peptide from fibrin DD(E); 0% = median of compound wells per plate; 370,000 tested, 0.13% active; inhibition, % at 8.3 µM;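 active = inhibition above the mean of compounds falling within the control limits plus 3 SD of them, cut at about 14% in these data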;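 note: 0% = plate median of compound wells and 100% = 10 µM Aha-Tn7 peptide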
#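 Assay system: human fibrin DD(E). Input: DD(E) 2 µM final. Medium: Tris buffer with calcium and detergent, pH 7.8. Compound dosing: single point at 8.3 µM. Timing: 10 min plus 3 h, room temperature. Technique: fluorescence polarization of the labelled Tn7 tracer. Read-out: percent inhibition. Replicates: singlicate testing.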
# ADAM17 inh: ADAM17 inhibition, QFRET primary screen | recombinant ADAM17, EDANS/DABCYL FRET peptide cleavage | AID 720648 | 370,000 tested, 0.83% active | inhibition, % at 6.95 µM;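 active = inhibition above the mean of compounds lying between control limits plus 3 SD, set per campaign, cut at about 8.5% in these data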;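 note: 0% = DMSO-only wells as the low control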
# ASAP1 GAP inh: ASAP1 ArfGAP inhibition | Q9ULH1 | ASAP1-stimulated ARF1 GTP hydrolysis, GDP FP detection | inhibition, % at 16.5 µM | 360,000 tested, 0.19% active; in the data active = inhibition above about 25%;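 note: 0% = vehicle with enzyme and substrate and 100% = no enzyme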
# Target sequence (Q9ULH1 325-724 limits assumed): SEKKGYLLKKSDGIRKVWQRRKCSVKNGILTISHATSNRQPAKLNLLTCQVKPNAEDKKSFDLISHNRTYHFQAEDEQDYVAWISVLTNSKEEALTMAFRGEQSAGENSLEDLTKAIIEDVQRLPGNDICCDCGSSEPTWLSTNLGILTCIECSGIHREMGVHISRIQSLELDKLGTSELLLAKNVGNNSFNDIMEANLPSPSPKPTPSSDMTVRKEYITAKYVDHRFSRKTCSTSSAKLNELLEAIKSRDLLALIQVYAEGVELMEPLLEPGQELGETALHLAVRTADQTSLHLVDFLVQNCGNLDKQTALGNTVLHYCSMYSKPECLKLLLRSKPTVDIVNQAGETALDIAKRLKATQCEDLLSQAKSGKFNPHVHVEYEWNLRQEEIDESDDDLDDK
# PLCb3 inh: blocks human PLC-beta3 enzyme activity | Q01970 | Purified PLC-beta3, fluorogenic substrate, fluorescence | inhibition, % at 12.2 µM | 370,000 tested, 0.18% active; in the data active = inhibition above about 11%;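 note: 0% = median of compound wells on plate and 100% = full blocker control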
# SIAE inh: blocks human sialic acid acetylesterase | 370,000 tested, 0.69% active | inhibition, % at 9.66 µM | Q9HAT2 | SIAE FP-Rh probe binding, fluorescence polarization;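 active = inhibition above a cutoff: mean of compounds within the control limits plus 3 SD of those, cut at about 17% in these data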;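 note: 0% = plate median of compound wells and 100% = probe without SIAE protein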
# * marks the source's active call; other numbers are inactive results; i = inactive; x = no result given.
ADAM10 inh,PLCg1 inh,Tn6 DDE FP,TDP2 absorb,ARFGAP1 inhibitor,Tn7 DDE FP,ADAM17 inh,ASAP1 GAP inh,PLCb3 inh,SIAE inh,SMILES
-1.7,0.9,-1.6,6.4,-1.3,2.1,0.6,3.1,1.0,1.2,CCOC(=O)CN1C(=O)C(O)(CC(=O)c2ccccn2)c2ccccc21 (stereo not drawn)
10.3,2.0,2.3,-4.5,1.2,-0.3,3.4,-0.7,3.6,-0.5,CSc1cccc(NC(=O)CN(C2CCCCC2)S(C)(=O)=O)c1
6.9,-14.0,-1.0,0.2,5.1,6.5,0.3,-2.5,-22.2,-1.2,Nc1ccc(Oc2ccc(F)cc2)nc1
3.1,0.0,0.0,-21.9,-1.1,3.1,7.6,2.2,-11.2,11.6,Cc1cc2oc(C(=O)N(Cc3ccc(N(C)C)cc3)CC3CCCO3)c(C)c2cc1C (stereo not drawn)
i,i,-8.5,-3.6,4.5,-11.0,i,-9.0,i,0.6,COCCCn1c(C(=O)N2CC(C)OC(C)C2)cc2c(=O)n3ccccc3nc21 (stereo not drawn)
-212.6,-265.7,-4.8,-2.1,7.2,-7.2,-55.6,12.4,-331.2,-1.1,COc1cc2c(cc1OC)C1=C(C#N)COCN1CC2
8.1,0.6,2.2,-7.5,10.0,-1.6,3.3,11.4,0.7,0.6,COc1ccc(NS(=O)(=O)c2ccc(S(=O)(=O)N3CCCC3)cc2)cc1
-11.7,-0.5,5.8,13.3,-1.4,-0.1,-2.9,-9.7,-7.2,1.3,CC1(C)OC2OC3C(CN)OC(c4ccccc4)OC3C2O1 (stereo not drawn)
-10.7,4.9,4.9,-6.8,-0.7,1.6,3.4,-2.1,-4.4,1.1,CN(C)C(CNC(=O)CCNS(=O)(=O)c1ccccc1C(F)(F)F)c1ccccc1 (stereo not drawn)
20.3*,4.5,7.5,-6.4,6.5,-3.8,8.9*,-7.8,4.1,3.2,O=C(COc1ccc(Cl)cc1)N1CCN(c2ccc([N+](=O)[O-])c(N3CCCCC3)c2)CC1
-3.1,-2.0,-7.5,10.1,9.3,-1.2,-4.5,6.2,0.2,-2.4,O=C(Nc1nc2ccccc2n1Cc1ccccc1)c1ccc(COc2ccccc2[N+](=O)[O-])o1
-7.3,-1.9,-4.8,6.0,12.1,3.7,-2.2,1.9,-3.8,0.7,COc1ccc(C(=O)NNC2=Nc3cccc4cccc2c34)cc1
5.9,1.1,1.3,1.3,0.0,4.6,-5.2,-0.8,-4.1,-4.8,Cc1cnc(NC(=O)c2c(Cl)cnn2C)s1
4.0,-5.5,1.0,1.2,1.6,-0.3,-2.6,-5.2,-13.6,7.2,O=C(OCCCOC(=O)c1ccccc1O)c1ccccc1O
-2.8,1.1,-11.5,7.8,0.0,-6.0,-4.5,-0.7,5.7,-2.8,CCOc1ccc(NC(=O)CSc2nc3[nH]ncc3c(=O)[nH]2)cc1
-6.2,1.0,-1.4,-0.8,12.0,-3.4,-0.6,0.3,2.2,-3.2,O=C(/C=C/[C@H]1O[C@@H](n2cnc3c(NC(=O)c4ccccc4)ncnc32)[C@H](O)[C@@H]1O)NCCc1ccc(F)cc1
-0.5,2.7,-7.2,-1.2,1.8,4.6,-0.6,1.9,1.0,2.5,CCC(=O)Nc1ccc(C(=O)OCC(=O)c2ccc(C)c([N+](=O)[O-])c2)cc1
4.3,2.6,2.4,5.1,-5.9,3.7,-2.2,5.4,-1.5,8.1,CCc1cc(-c2n[nH]c(C)c2-c2nc3ccccc3n2C)c(O)c(CN2CCN(C)CC2)c1O
3.7,-1.8,7.5,7.6,-9.5,3.6,-3.2,7.6,-4.6,14.2,CCC1CCCCN1CCCNC(=O)CN1C(=O)c2cccnc2Oc2ccc(C)cc21 (stereo not drawn)
0.1,4.9,-2.1,11.8,-9.8,3.3,-2.8,3.4,0.8,8.6,C=CCN(CC(=O)O)S(=O)(=O)c1ccccc1C(F)(F)F
0.9,0.7,4.9,-2.3,8.4,-0.1,-4.3,-0.9,2.1,-14.6,O=C(Oc1ccc(NC2=NS(=O)(=O)c3ccccc32)cc1)c1cccnc1
-2.7,3.1,2.6,5.0,9.3,-0.8,-4.2,7.5,1.9,12.8,CC(C)N(C(=O)[C@H]1CC(CC(=O)NCc2cccc(C(F)(F)F)c2)C(=O)N2CCc3c([nH]c4ccccc34)[C@]12C)C(C)C (stereo partly drawn)
1.0,4.6,-12.1,-15.6,4.3,-4.4,3.7,0.8,-7.0,-47.6,O=c1nc(Nc2ccc(Br)cc2)sc2ccc([N+](=O)[O-])cc12
-4.1,0.2,5.2,6.4,-7.1,1.6,0.1,0.3,3.1,5.9,CC(C)NCCOCCOc1ccc(Cl)cc1Br
12.5,0.3,-7.7,-6.4,-6.8,-8.0,3.4,4.6,-1.9,-5.6,Cc1nc2ncnn2c(N2CCN(C(c3ccccc3)c3ccccc3)CC2)c1C
-0.7,-1.4,2.1,5.6,1.8,-5.4,-2.1,-8.2,-1.4,-1.0,CC(=O)Nc1nnc([N+](=O)[O-])s1
-1.2,0.4,-0.2,2.8,7.5,-4.6,-0.1,1.6,2.2,5.1,N#Cc1ccc(CSc2nnc(NC(=O)C3CCCO3)s2)cc1 (stereo not drawn)
-0.4,-0.5,1.6,-1.1,-8.3,-1.3,-2.0,-8.1,1.5,-0.4,Cc1ccc(Cn2cnc3ccccc32)cc1C
-3.1,-0.7,-2.5,2.5,-8.8,6.5,-0.3,3.5,3.7,-1.1,CCCNC(=S)Nc1ccc(S(N)(=O)=O)cc1
-12.6,-0.2,4.1,7.1,5.9,4.0,-3.5,0.7,-1.8,3.5,CCCc1c(C(=O)N/N=C/c2ccoc2)nnn1-c1nonc1N
-7.8,-3.0,10.3,11.1,x,0.6,-3.7,x,3.3,11.0,CCN(CC)C(=O)CC[C@@H]1CC[C@]2(CCCN(C(=O)c3ccco3)C2)O1
-7.1,3.0,2.3,3.2,3.8,4.4,-5.0,-10.1,-6.6,4.6,Cc1cc(-c2nnc(CCC(=O)NCc3cc(F)cc(C(F)(F)F)c3)o2)no1
7.5,-2.1,3.8,11.6,-11.0,0.6,0.8,9.9,-4.5,6.4,CC1(C(=O)NS(=O)(=O)c2cccc(C#N)c2)CCN1C(=O)Cc1ccc(-c2ccccc2)cc1 (stereo not drawn)
-2.1,1.1,1.5,-0.5,4.5,-4.4,1.8,9.7,4.5,13.5,O=C(NCCC1CCCCN1S(=O)(=O)c1ccccc1)C(=O)NCC1CCCO1 (stereo not drawn)
-7.5,1.4,0.8,-3.6,-0.9,-5.1,-3.9,-15.9,1.9,1.3,COc1ccc(N2CCN(S(=O)(=O)c3cccc(C(F)(F)F)c3)CC2)cc1
3.5,0.6,7.2,7.3,-0.9,0.0,1.2,-0.9,1.6,1.1,COc1ccc(OC)c(CCNC(=O)c2ccc(CS(=O)Cc3cccc(Cl)c3)o2)c1 (stereo not drawn)
1.0,1.5,-2.2,-6.6,8.9,5.9,-3.0,-1.9,-4.2,6.7,O=C(Nc1ccc2ccccc2n1)c1ccccc1Cl
-5.5,1.1,-3.8,6.6,12.0,-1.8,-1.9,6.7,-3.6,-3.6,COc1ccc(NS(=O)(=O)c2cc(NC(=O)c3nn(C)c(=O)c4ccccc34)ccc2OC)cc1
-0.8,-2.2,4.5,-2.8,-11.5,8.9,-3.5,-18.6,-1.3,-5.6,O=C(COC(=O)/C=C/c1cnc2ccccc2n1)NCC(F)(F)F
-91.5,-10.5,0.1,1.3,4.7,0.7,-28.2,3.2,-14.6,-3.1,CCOC(=O)Cc1ccc(Nc2nc3cc(-c4sccc4C)sc3c(=O)n2C)cc1
-3.1,-2.7,-4.3,-4.1,4.6,-2.2,-0.4,7.7,-8.1,-0.1,Cc1cc(C)c(S(=O)(=O)N2CCN(S(=O)(=O)N3CCOCC3)CC2)c(C)c1
-57.5,2.1,-7.3,5.2,7.3,-3.5,-14.1,14.0,-9.9,-6.9,C=CCn1c(=O)c(C(=O)Nc2ccccc2O)c(O)c2ccccc21
-8.7,-1.2,4.2,2.0,1.0,5.7,-5.0,-7.4,-7.7,-6.7,O=C(CCNC(=O)c1ccc(Br)cc1)Nc1ccc(S(=O)(=O)N2CCCCC2)cc1
-12.0,-2.2,-3.8,-1.4,-3.8,-7.1,-2.4,17.5,-13.1,0.1,CC(C(=O)O)n1nc(-c2ccccc2)c2ccccc21 (stereo not drawn)
-7.8,-1.4,-2.3,-3.5,5.8,-6.2,2.6,-1.6,-2.0,3.8,COc1cc(CNc2ccc(CNc3ncn[nH]3)cc2)ccc1OCC(=O)NC(C)(C)C
2.5,3.6,1.7,1.8,-6.0,10.1,-2.2,-7.2,-3.2,5.3,CS(=O)(=O)N1CCN(CC(=O)NC2CCCCC2)CC1
15.9,1.4,-3.8,-7.1,3.4,-1.1,8.7*,7.1,-0.3,-3.6,N#CCC(CNc1ncc(C(F)(F)F)cc1Cl)OC(=O)c1ccc(Cl)cc1 (stereo not drawn)
4.6,4.0,-1.9,-4.9,1.9,-2.0,-0.8,9.9,2.7,8.3,CC(C(=O)OCC(=O)c1c(N)n(C)c(=O)n(C)c1=O)N1C(=O)c2ccccc2C1=O (stereo not drawn)
-38.5,-95.4,-0.4,6.7,4.4,7.6,-15.1,21.4,-95.8,2.3,COc1ccc(C2c3[nH]c4ccccc4c3CCN2Cc2cccn2-c2ncccn2)cc1C (stereo not drawn)
2.0,0.8,5.8,-2.0,9.0,-6.4,-0.6,-1.1,0.8,2.4,Cc1cc(C)cc(NC(=O)c2cc(=O)c3ccccc3o2)c1
-5.6,1.5,-6.7,5.5,-1.9,-4.0,-0.6,1.1,9.1,-11.3,COc1ccc(CCNC(=O)/C=C/C(=O)O)cc1
